# EPAC2 ag: EPAC2 (human) agonism; 360,000 tested, 0.079% active; EPAC2 activation, biochemical qHTS; response scale: 100% = 6.5 mM cAMP response; Q8WZA2; Potency, µM (doses to about 154 µM), for inactives: top-dose activation, usual class: activators; AID 720711; also: nearly all actives have a fitted effect of over 50% in size
#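 qHTS, titration series. 100 nM EPAC2 / 250 nM Rap1B-BODIPY-GDP / 50 uM GDP; RT; ex 480/em 540 nm, 5-min reads to 30 min. Norm. to 6.5 mM cAMP = activation.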
# aSyn rescue: alpha-synuclein toxicity inhibition in yeast | Potency, µM (highest dose often 46.1 µM), for the others: top-dose growth rescue (activation), usual class: activators | 370,000 tested, 0.14% active | AID 652106 | Yeast expressing alpha-synuclein, growth rescue, BacTiter-Glo, 24 h; also: % of control where 0% means no effect; nearly all actives have a fitted effect of over 65% in size
#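 Galactose-induced alpha-syn yeast (OD600=0.02, raffinose-pregrown) + pinned cpd, 24 hr, 30 deg C; growth by BacTiter-Glo luminescence. Growth restoration scores as activation.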
# FUS suppressor: FUS proteinopathy suppression in yeast; Potency, µM (doses to about 76.6 µM), for inactives: top-dose growth rescue (activation), usual class: activators; 390,000 tested, 0.24% active; S. cerevisiae FUS-expressing, growth rescue, OD600, 24 h;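 also: plate controls were DMSO vehicle for no effect and reference control for full effect; nearly all actives have a fitted effect of over 55% in size; some results filed as inactive show a strong effect at the top dose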
#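 Compound concentration series was pinned onto galactose-induced FUS-expressing yeast seeded at OD 0.005. Plates sat 24hr at 30C; absorbance at 600 nm gave growth. DMSO served as background control.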
# EPAC2 antagonist: EPAC2 (human) antagonism; Q8WZA2; EPAC2 GEF exchange of Rap1B-BODIPY-GDP, fluorescence; Potency, µM (top dose mostly 114 µM), inactives show at the highest dose activity, negative = inhibition, actives largely listed as inhibitors; 360,000 tested, 0.18% active; AID 720708; also: % is scaled to controls: 0 for no effect and ±100 for the full control effect; nearly all actives have a fitted effect of over 45% in size; many of its hits are not listed in these tables
# TDP-43 yeast inh: rescues yeast growth from TDP-43 toxicity | AID 652104 | Potency, µM (doses to about 46.1 µM), without a hit: top-dose growth rescue (activation), usual class: activators | 410,000 tested, 1.8% active | TDP-43 expressing yeast growth rescue, BacTiter-Glo, 24 h; also: % of control where 0% means no effect; nearly all actives have a fitted effect of over 50% in size
#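 Galactose-induced TDP-43 yeast, OD600=0.02, compound pinned; 24 hr, 30 deg C; BacTiter-Glo luminescence for growth. Inhibitors of TDP-43 toxicity read as activators.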
# EPAC1 agonist: agonists of human EPAC1; AID 720707; 360,000 tested, 0.073% active; EPAC1 agonist qHTS, biochemical assay; response scale: 100% = response to 6.5 mM cAMP; O95398; Potency, µM (top dose mostly 154 µM), for the others: top-dose activation, most hits filed as activators; also: nearly all actives have a fitted effect of over 60% in size
#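 Multi-concentration qHTS readout: loss of Rap1B-bound BODIPY-GDP fluorescence driven by 100 nM EPAC1 with excess GDP (50 uM), monitored kinetically at room temperature; agonist response expressed relative to 6.5 mM cAMP.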
# PTHR1 ag: activates the human parathyroid hormone receptor PTHR1. 410,000 tested, 0.075% active. HEK293 GP2 PTHR1 cells, GloSensor cAMP luminescence, 1 h. AID 743266. Q03431. Potency, µM (titrated, usually from 115 µM), for the others: top-dose activation, hits mostly activators; also: nearly all actives have a fitted effect of over 55% in size; some results filed as inactive show a strong effect at the top dose; inactives centre near -15; many of its hits are not listed in these tables
# Target sequence (Q03431 whole entry, looked up): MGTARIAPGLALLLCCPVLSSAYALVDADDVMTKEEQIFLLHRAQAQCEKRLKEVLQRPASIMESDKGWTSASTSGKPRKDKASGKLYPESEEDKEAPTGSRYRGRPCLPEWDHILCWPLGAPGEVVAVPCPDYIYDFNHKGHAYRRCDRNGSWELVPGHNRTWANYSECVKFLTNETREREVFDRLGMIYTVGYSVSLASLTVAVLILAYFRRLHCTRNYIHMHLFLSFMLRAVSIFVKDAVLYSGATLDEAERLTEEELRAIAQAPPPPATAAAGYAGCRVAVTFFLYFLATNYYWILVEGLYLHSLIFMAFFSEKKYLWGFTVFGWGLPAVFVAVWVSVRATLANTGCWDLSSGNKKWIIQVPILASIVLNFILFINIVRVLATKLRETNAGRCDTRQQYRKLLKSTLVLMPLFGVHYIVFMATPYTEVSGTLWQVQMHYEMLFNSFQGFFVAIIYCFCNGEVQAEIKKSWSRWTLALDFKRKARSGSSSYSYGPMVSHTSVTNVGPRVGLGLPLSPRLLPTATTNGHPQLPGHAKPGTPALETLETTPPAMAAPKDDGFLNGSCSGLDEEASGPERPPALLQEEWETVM
#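 HEK-293-derived GP2 cells expressing PTHR1 and a GloSensor cAMP reporter, 3,000/well, plated overnight, given luciferin plus IBMX (each 0.5 mM as added) for 1 h at 37 °C, then compound for 1 h at 37 °C. Luminescence was read after 15 min at room temperature.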
# EPAC1 antagonist: antagonists of human EPAC1; EPAC1 GEF assay, Rap1b-BODIPY-GDP exchange fluorescence; 360,000 tested, 0.14% active; O95398; Potency, µM (highest dose often 115 µM), inactives show at the highest dose activity change, negative = inhibition, actives largely listed as inhibitors;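 also: plate controls were vehicle for no effect and positive control for full effect; nearly all actives have a fitted effect of over 50% in size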
# Numbers without * were called inactive; i = inactive; ? = inconclusive; · = not tested or not shown; [ ] = another dose, or the depositor's remark. Calls follow the shape of the dose curve; as a rule, active = well fitted curve in the direction sought with a large enough effect; inconclusive = small, poorly fitted or top-dose-only effect, or another doubt; inactive = no such curve, though single readings can be large; an effect the other way counts as inactive or inconclusive. Potency is read from the fitted curve at half-maximal effect. These rows are one share of the data. The share of hits here may be higher or lower than overall.
SMILES,EPAC2 ag,aSyn rescue,FUS suppressor,EPAC2 antagonist,TDP-43 yeast inh,EPAC1 agonist,PTHR1 ag,EPAC1 antagonist
Cc1ncc([N+](=O)[O-])n1S(=O)(=O)c1ccc2c(c1)OCCO2,5%,1%,5%,-27%,-13%,-7%,-20%,?
Cc1cc2ccccc2nc1Br,23%,-2%,23%,19%,-17%,-5%,i,24%
CCC(C)c1ccc(NC(=O)N2CCOCC2)cc1 (configuration not stated),2%,-6%,10%,2%,4%,3%,-10%,-15%
Cn1cccc1/C=N/n1c(-c2ccc(Cl)cc2Cl)n[nH]c1=S,9%,0%,30%,5%,?,-3%,-60%[inhibitor][57.5 µM],-1%
C[n+]1cccc(C(=O)Nc2ccccc2)c1,13%,-1%,-28%,9%,4%,0%,-4%,0%
Cc1cccc(C)c1NC(=O)NC1CCc2ccccc21 (configuration not stated),9%,-2%,-12%,6%,11%,8%,-12%,14%
CC(=O)NC(Cc1ccccc1)C(C)=O (configuration not stated),8%,2%,-8%,12%,-20%,7%,-35%[inhibitor],6%
CCCCC[n+]1ccn(C2=C([O-])c3ccccc3C(=O)/C2=N\S(=O)(=O)c2ccccc2)c1,-6%,1%,10%,-4%,3%,-5%,i,-3%
COc1cccc(-c2cc(C(F)(F)F)n3ncc(C(=O)NCC4CCCO4)c3n2)c1 (configuration not stated),-7%,-1%,15%,-6%,27%,-2%,-11%[57.5 µM],-2%
COc1ccc(C(=O)COC(=O)CCc2ccccc2)cc1,22%,-3%,16%,-7%,15%,10%,i,-25%
Cc1ccn2cc(CCNC(=O)COc3ccccc3)nc2c1,1%,2%,-11%,0%,?,-1%,-5%,-3%
O=C1c2oc3ccc(Cl)cc3c(=O)c2C(c2cccc(Br)c2)N1CCO (configuration not stated),0%,1%,9%,-6%,-2%,-5%,i,-1%
O=C(c1ccc(-c2ccccc2)cc1)C1CCCN(Cc2ccncc2)C1 (configuration not stated),22%,3%,19%,-4%,-22%,8%,-28%,-1%
O=C(NCc1cccnc1)/C(=C/c1ccccc1)NC(=O)c1ccccc1,-1%,0%,1%,8%,13%,-4%,i,-4%
COc1ccccc1C(C)N(C)Cc1nc(COc2ccccc2)no1 (configuration not stated),12%,4%,-10%,2%,-12%,0%,i,-8%
CC1(C(=O)NCC2CCCO2)Oc2cccnc2NC1=O (configuration not stated),1%,1%,0%,4%,22%[9.22 µM],9%,-24%,-17%
CCOC(=O)CC1OC(=O)c2cc3c(cc21)C(=O)OC3CC(=O)OCC (configuration not stated),1%,1%,-10%,0%,5%,-5%,-1%,1%
Cc1cc(NC(=O)NC2(C(F)(F)F)Oc3ccc(Cl)cc3O2)no1 (configuration not stated),-5%,-2%,20%,3%,-21%,5%,-6%[57.5 µM],9%
Cn1nc(C(=O)Nc2ccc3c(c2)OCCO3)cc1C(=O)O,6%,-13%,11%,-2%,-11%,-2%,-9%,-6%
O=CNCC(=O)NCCc1ccc(Cl)cc1,12%,-1%,-28%,-1%,-22%,10%,i,3%
CCN(CC(=O)Nc1ccccc1OC)C(=O)CSCC(=O)Nc1ccc(OC)cc1,8%,2%,7%,3%,0%,9%,i,-12%
CCN(CC)C(=O)C(=O)Nc1ccc(F)c(Cl)c1,3%,-2%,4%,21%,-4%,-7%,-10%,23%
Cn1cccc1C(=O)OCC(=O)Nc1ccc2[nH]c(=O)[nH]c2c1,4%,3%,-24%,1%,6%,7%,-1%,5%
C#CCOCCOCCOCCNc1nc(N2CCN(C(=O)CCCCCCCCCCNC(=O)Cn3cc(C[C@@H](C)O)nn3)CC2)nc(N2CCN(C(=O)CCCCCCCCCCNC(=O)[C@H](CCCCN)n3cc(CCCC(=O)O)nn3)CC2)n1,6%,-16%,?,7%,-21%,-4%,25%,-1%
O=C1C2CCCN2C(=O)N1CCN1CCN(c2cccc(C(F)(F)F)c2)CC1 (configuration not stated),2%,-1%,5%,-4%,-8%,3%,-75%[inhibitor],-23%

# Arranged by SMILES length (high to low): some entries from above
SMILES,EPAC2 ag,aSyn rescue,FUS suppressor,EPAC2 antagonist,TDP-43 yeast inh,EPAC1 agonist,PTHR1 ag,EPAC1 antagonist
C#CCOCCOCCOCCNc1nc(N2CCN(C(=O)CCCCCCCCCCNC(=O)Cn3cc(C[C@@H](C)O)nn3)CC2)nc(N2CCN(C(=O)CCCCCCCCCCNC(=O)[C@H](CCCCN)n3cc(CCCC(=O)O)nn3)CC2)n1,6%,-16%,?,7%,-21%,-4%,25%,-1%
COc1ccccc1C(C)N(C)Cc1nc(COc2ccccc2)no1 (configuration not stated),12%,4%,-10%,2%,-12%,0%,i,-8%
COc1ccc(C(=O)COC(=O)CCc2ccccc2)cc1,22%,-3%,16%,-7%,15%,10%,i,-25%

# The listing continues:
SMILES,EPAC2 ag,aSyn rescue,FUS suppressor,EPAC2 antagonist,TDP-43 yeast inh,EPAC1 agonist,PTHR1 ag,EPAC1 antagonist
OC(c1ccc(F)c(F)c1)c1nc(-c2ccc3ccccc3c2)cs1 (configuration not stated),17%,-3%,-5%,1%,0%,-9%,i,-12%
COc1ccc(C(=O)NCC(=O)OCC(=O)Nc2cccc(S(=O)(=O)N3CCCC3)c2)cc1,26%,-18%,-2%,16%,-14%,-13%,-9%,-25%
N=c1oc2ccc3ccccc3c2cc1-c1nc(-c2ccccc2)cs1,-31%[inhibitor],1%,-2%,-27%,21%,-4%,i,7%
CSc1ccc(CNc2cccc3ccccc23)cc1,17%,-8%,-3%,-2%,0%,16%,i,2%
O=C(CCC(=O)N(CC(=O)NC1CCCCC1)c1ccccc1F)Nc1nccs1,3%,1%,19%,4%,0%,-2%,i,-1%
Cc1ccc(OCC(O)CN2CCOCC2)c(C)c1 (configuration not stated),0%,-2%,-21%,-1%,1%,-1%,0%,-25%
Cc1ccc(NC(=O)COC(=O)C2(c3ccc(Cl)cc3)CCCC2)cc1,8%,0%,14%,4%,2%,-2%,-28%,7%
O=C(Nc1c(-c2ccccc2)nc2ccccn12)c1cccc(F)c1,13%,7%,34%,4%,-21%,9%,3%,0%
Cc1ccc(S(=O)(=O)c2ccc(Cl)cc2)cc1S(N)(=O)=O,11%,-5%,-8%,0%,14%,14%,-69%[inhibitor],-1%
Cc1cccc(NC(=O)C2CCCN2/C=C/C(=O)C(F)(F)F)c1C (configuration not stated),-9%,-14%,11%,-8%,7%,-6%,i,5%
COc1ccc(-n2ccc(=O)c(C(=O)Nc3ccc(S(=O)(=O)Nc4nccs4)cc3)n2)cc1,-8%,-2%,7%,-9%,-15%,-6%,-35%[inhibitor],-1%
CO/N=C/CC(=O)c1ccc(-c2ccccc2)cc1,6%,23%,15%,3%,11%,5%,i,-19%
O=Cc1ccc(Oc2nc(Cl)ncc2F)cc1,4%,-2%,-4%,4%,-19%,0%,-17%,-8%
COc1ccccc1C(=O)NC(=O)COC(=O)CCOc1cc(C)ccc1C,21%,27%,·,-1%,15%,9%,-17%,-13%
COc1cc2c(cc1OC)C1C(C(=O)Nc3ccccc3N3CCN(C)CC3)c3ccccc3C(=O)N1CC2 (configuration not stated),6%,-4%,1%,6%,-13%,-5%,15%,3%
CCN1C(=O)[C@@H]2[C@@H](c3ccc(-c4ccc(OC)cc4)c(OC)c3)N3CCCC[C@@]3(C(=O)OC)[C@@H]2C1=O,13%,1%,36%,9%,19%,0%,-24%,-21%
O=C(N/N=C/c1c(F)cccc1Cl)c1cc(C2CC2)[nH]n1,0%,-10%,-11%,-9%,7%,9%,-31%[inhibitor],?
O=C(NCC1CCCO1)C1CCCN1C(=O)NC1CCCCC1 (configuration not stated),3%,1%,-1%,5%,-4%,7%,i,-4%
O=C(NCc1ccccc1)C1=C[C@H](c2ccc3c(c2)OCO3)C[C@H](OCCCCO)O1,8%,-1%,12%,-16%,26%,0%,-5%,-11%
CCCOC(=O)CC1C(=O)NCCN1Cc1cc(OC)cc(OC)c1 (configuration not stated),-2%,2%,8%,4%,-18%,2%,i,-2%
Cc1cccc(N2CCN(C(=O)c3ccc4c(c3)OCCO4)CC2)c1C,16%,-2%,26%,-6%,?,0%,i,0%
CCCNC(=O)C1(C)CCCN(Cc2ccc(C#N)cc2)C1 (configuration not stated),0%,-2%,-24%,2%,21%,0%,i,4%
N#CC1(NC(=O)COC(=O)C23CC4CC(CC(O)(C4)C2)C3)CCCCC1,4%,4%,7%,9%,-7%,9%,-23%,-17%
CN(CC(=O)Nc1ccc(Cl)c(C(F)(F)F)c1)C(=O)Cn1cc([N+](=O)[O-])ccc1=O,2%,-8%[1.84 µM],39%,-2%,-18%,-8%,-6%,-6%

# Reprinted at random: 7 records from the list.
SMILES,EPAC2 ag,aSyn rescue,FUS suppressor,EPAC2 antagonist,TDP-43 yeast inh,EPAC1 agonist,PTHR1 ag,EPAC1 antagonist
CN(CC(=O)Nc1ccc(Cl)c(C(F)(F)F)c1)C(=O)Cn1cc([N+](=O)[O-])ccc1=O,2%,-8%[1.84 µM],39%,-2%,-18%,-8%,-6%,-6%
OC(c1ccc(F)c(F)c1)c1nc(-c2ccc3ccccc3c2)cs1 (configuration not stated),17%,-3%,-5%,1%,0%,-9%,i,-12%
CCN(CC)C(=O)C(=O)Nc1ccc(F)c(Cl)c1,3%,-2%,4%,21%,-4%,-7%,-10%,23%
Cc1ncc([N+](=O)[O-])n1S(=O)(=O)c1ccc2c(c1)OCCO2,5%,1%,5%,-27%,-13%,-7%,-20%,?
O=C(CCC(=O)N(CC(=O)NC1CCCCC1)c1ccccc1F)Nc1nccs1,3%,1%,19%,4%,0%,-2%,i,-1%
C[n+]1cccc(C(=O)Nc2ccccc2)c1,13%,-1%,-28%,9%,4%,0%,-4%,0%
CCCCC[n+]1ccn(C2=C([O-])c3ccccc3C(=O)/C2=N\S(=O)(=O)c2ccccc2)c1,-6%,1%,10%,-4%,3%,-5%,i,-3%

# Assay outcomes as filed in PubChem.
